Bim-Mcl-1: inhibitors of Bim peptide binding to Mcl-1, primary screen, biochemical, bead-based flow cytometry, multiplex | Induced myeloid leukemia cell differentiation protein Mcl-1 (Homo sapiens), Q07820 | Bim peptide-Mcl-1 binding | inhibition, % at 10 µM | actives 0.1% (n = 190,000); in the data active = inhibition above about 40%;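 note: 0% = no compound tracer wells and 100% = peptide blocker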
Target sequence (Q07820 whole entry, looked up): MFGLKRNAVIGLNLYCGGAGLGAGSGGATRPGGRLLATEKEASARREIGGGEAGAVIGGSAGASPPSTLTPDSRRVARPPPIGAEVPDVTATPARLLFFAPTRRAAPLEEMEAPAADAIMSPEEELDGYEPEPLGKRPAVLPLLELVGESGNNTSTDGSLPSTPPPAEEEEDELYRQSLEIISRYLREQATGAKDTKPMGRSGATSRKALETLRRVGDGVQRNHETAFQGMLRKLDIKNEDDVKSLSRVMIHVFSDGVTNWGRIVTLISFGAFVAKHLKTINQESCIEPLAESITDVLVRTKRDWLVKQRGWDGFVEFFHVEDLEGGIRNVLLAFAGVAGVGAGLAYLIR
Mcl1-Noxa inh: Mcl-1/Noxa binding inhibitors, primary screen, biochemical, TR-FRET, 1536-well. Induced myeloid leukemia cell differentiation protein Mcl-1 (Homo sapiens), Q07820. TR-FRET Mcl-1/Noxa peptide binding, 2 h. inhibition, % at 21.7 µM. actives 1.5% (n = 220,000). AID 1022, 2008;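 active = compounds that cut the protein-peptide binding signal by more than 50% relative to plate controls in a single-dose test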;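 note: His-tagged Mcl-1 with rhodamine Noxa BH3 peptide and terbium anti-His antibody; 0% = Mcl-1 plus Noxa peptide wells and 100% = peptide-only wells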
RGS4-Gao reg: modulators of RGS4 binding to Galphao, primary screen, biochemical, multiplexed bead flow cytometry; Guanine nucleotide-binding protein G(o) subunit alpha (Homo sapiens), P09471; actives lie on both sides; binding response (% of control), % at 10 µM; actives 0.33% (n = 220,000); AID 1415, 2008; in the data active = binding response below about 49% or above about 150%; inactive = in between;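 note: fluorescent Galphao activated with aluminum fluoride binding bead-coupled RGS4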
Target sequence (P09471 whole entry, looked up): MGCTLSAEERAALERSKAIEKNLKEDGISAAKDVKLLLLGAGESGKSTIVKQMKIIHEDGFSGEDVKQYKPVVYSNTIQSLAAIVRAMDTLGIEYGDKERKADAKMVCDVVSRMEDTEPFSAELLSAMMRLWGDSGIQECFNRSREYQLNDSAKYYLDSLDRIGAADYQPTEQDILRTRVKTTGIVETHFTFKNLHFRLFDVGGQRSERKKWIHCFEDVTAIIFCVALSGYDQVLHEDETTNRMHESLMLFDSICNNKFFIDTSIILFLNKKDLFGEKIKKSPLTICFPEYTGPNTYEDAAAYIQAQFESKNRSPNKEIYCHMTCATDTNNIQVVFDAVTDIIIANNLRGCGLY
Avidin bead fluor: green autofluorescence of compounds with avidin beads – biophysical, 488/530 nm, flow cytometry, artefact control, profiling panel; compound fluorescence 488/530 nm; active compounds read high; fluorescence (KMESF) at 10 µM; actives 0.38% (n = 220,000); AID 1775, 2009; in the data active = fluorescence above about 47; note: inactives centre near 10
RGS7-Gao: RGS7-Galphao binding modulators, primary screen, biochemical, multiplexed bead flow cytometry; actives 0.35% (n = 220,000); binding response (% of control), % at 10 µM; AID 1439, 2008; Guanine nucleotide-binding protein G(o) subunit alpha (Homo sapiens), P09471; actives lie on both sides; in the data active = binding response below about 49% or above about 150%; inconclusive = no clear call, values can overlap the other calls; inactive = in between;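 note: fluorescent Galphao held in activated GDP-AlF4 state binding bead-coupled RGS7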
RGS8-Gao: RGS8-Galphao binding modulators, primary screen, biochemical, multiplexed bead flow cytometry | actives lie on both sides | response (percent of control binding), % at 10 µM | actives 0.34% (n = 220,000) | Guanine nucleotide-binding protein G(o) subunit alpha (Homo sapiens), P09471; in the data active = response below about 60% or above about 140%; inactive = in between;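 note: Galphao activated as the GDP aluminium fluoride complex binding bead-coupled RGS8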
GSH fluor: compound fluorescence on glutathione beads, profiling panel, artefact control, biophysical, 488/530 nm, flow cytometry; fluorescence (KMESF) at 10 µM; actives 0.25% (n = 190,000); GSH beads flow cytometry, compound fluorescence 488/530 nm; active compounds read high; AID 1776, 2009; in the data active = fluorescence above about 89;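 note: glutathione beads carrying GST-tagged Bcl family fusion proteins plus one bare bead set; values are compound well signal with DMSO vehicle wells as background; inactives centre near 16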
Pf gamet viab: late stage P. falciparum gametocyte viability inhibitors, primary screen, ATP luminescence, HTS; P. falciparum stage V gametocytes, 24 h; inhibition, % at 10.9 µM; actives 0.065% (n = 150,000); AID 743093, 2013;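 active = inhibition above the mean plus 3 SD of compounds within the control limits, set per campaign, cut at about 38% in these data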;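 note: 0% = DMSO wells and 100% = medium only without gametocytes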
ABCG2 inh: ABCG2 efflux pump inhibitors, primary screen, multiplex with ABCB1, IgMXP3 cells, flow cytometry. Broad substrate specificity ATP-binding cassette transporter ABCG2 (Homo sapiens), Q9UNQ0. JC-1 efflux. inhibition, % at 6.6 µM. actives 0.1% (n = 190,000);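 active = inhibition above 80%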;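 note: 0% = DMSO and 100% = nicardipine control wells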
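Read-out basis: Efflux inhibition in percent versus controls | Test system: ABCG2 IgMXP3 and barcoded ABCB1 CCRF-Adr cell mix | Quantity: 3 million cells/mL in well | Schedule: 10 min at 25 °C | Control set: Nicardipine as high control, DMSO as low control | Reagent: JC-1 as fluorescent efflux pump substrate | Signal: Flow cytometry of retained JC-1 fluorescence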
Mcl1-Bid inh: Mcl-1/Bid binding inhibitors, primary screen, biochemical, TR-FRET, 1536-well; Induced myeloid leukemia cell differentiation protein Mcl-1 (Homo sapiens), Q07820; TR-FRET Mcl-1/Bid-Dy647 peptide binding; inhibition, % at 21.7 µM; actives 0.97% (n = 220,000); AID 1021, 2008;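 active = compounds that cut the binding signal by more than half at the single screening dose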;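 note: His-tagged Mcl-1 with europium anti-His antibody binding Bid BH3 peptide; 0% = Mcl-1 plus peptide wells and 100% = peptide-only wells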
ABCB1 block: ABCB1 efflux pump inhibitors, primary screen, cell-based, multiplex, flow cytometry, ABCG2 counter-screen; ATP-dependent translocase ABCB1 (Homo sapiens), P08183; CCRF-Adr cells, JC-1 efflux; inhibition, % at 6.6 µM; actives 0.067% (n = 190,000); in the data active = inhibition above about 40%;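 note: 0% = vehicle and 100% = reference inhibitor; higher value means more JC-1 retained so stronger ABCB1 efflux block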
An asterisk follows results filed as active; ? = inconclusive; . = no result given.

SMILES	Bim-Mcl-1	Mcl1-Noxa inh	RGS4-Gao reg	Avidin bead fluor	RGS7-Gao	RGS8-Gao	GSH fluor	Pf gamet viab	ABCG2 inh	Mcl1-Bid inh	ABCB1 block
O=C(O)C/C(=C\c1ccc(N2CCOCC2)c([N+](=O)[O-])c1)c1nc2ccccc2s1	.	35	99	2	?	101	.	1	.	-21	.
CCc1ccc(CNCc2cccnc2)cc1	-2	-7	101	14	102	101	29	-22	3	12	0.3
CCc1c(O)nc(SCC(=O)Nc2ccccc2OC)[nH]c1=O	0	16	98	16	100	102	33	.	0	-15	0.1
CCCS(=O)(=O)N1CCCC(C(=O)NCCN(CC)CC)C1 (stereo unspecified)	3	.	100	9	101	100	32	.	12	.	0.0
Cc1ccc(NC(=O)CSC2=C(C#N)C(c3ccco3)C3=C(CCCC3=O)N2)cc1 (stereo unspecified)	0	2	102	26	103	104	20	.	4	-14	1.1
CCCOC(=O)c1ccc(NC(=O)CC(C)(C)C)cc1	-2	9	100	13	101	104	14	-12	7	-11	0.4
Cn1cc(C(=O)N2CCN(c3ccccn3)CC2)c(=O)c2cc(S(=O)(=O)N3CCOCC3)ccc21	-1	-75	99	13	100	100	23	.	0	-19	-0.3
CCCn1c(-c2cccs2)nc2nc3ccccc3nc21	1	5	101	10	100	103	19	-6	3	1	1.2
O=C(CCN1C(=O)C2C3C=CC(C3)C2C1=O)NCC1CCCO1 (stereo unspecified)	0	-16	99	4	98	101	43	11	1	-26	0.1
O=C(NC1CCCc2ccccc21)C1CCN(c2c3c(nc4ncnn24)CCC3)CC1 (stereo unspecified)	0	-2	102	35	103	101	12	.	3	1	0.6
COC(=O)N/N=C(\C)c1ccccc1OC(F)F	-2	1	102	5	103	107	25	17	3	-2	0.3
C/C(CC1CC(C)(C)OC1=O)=N/Nc1nc(-c2ccccc2)cs1 (stereo unspecified)	-9	20	101	23	101	99	10	.	11	-30	-0.4
c1ccc(Sc2nc(N3CCCCC3)nc(N3CCCCC3)n2)nc1	-6	-3	101	37	100	101	10	1	23	-1	1.5
CC/C(CC(=O)C(F)(F)F)=N\NC(=O)/C(C#N)=C/N(C)C	0	0	101	7	95	100	17	-14	1	-34	0.7
CCN(C(=O)COc1ccccc1)C1CCCCC1	-3	10	97	7	92	97	11	17	-1	-8	1.5
CC1(C(=O)Nc2cccc(C(F)(F)F)c2)CO1 (stereo unspecified)	-2	8	101	21	100	97	15	.	1	2	0.1
C/C=C\C=C/C(=O)Nc1cccc(C2=NOC3(C2)C[C@H](C(N)=O)N(C(=O)Cc2ccc([N+](=O)[O-])cc2)C3)c1 (stereo partly specified)	.	65*	94	8	?	84	.	12	.	6	.
C/C(=N\NC(=O)CCc1c(C)n[nH]c1C)c1ccc([N+](=O)[O-])cc1	.	-28	100	7	?	100	.	-3	.	15	.
COc1ccc(NCc2nnc(SCC(=O)Nc3cc(C)cc(C)c3)o2)cc1	2	20	100	15	97	97	28	-11	3	-49	0.3
S=c1nc[nH]c2c1[nH]c1ccc(Cl)cc12	.	0	106	8	?	98	.	3	.	-66	.
O=C(COC(=O)c1ccc(Sc2ccccc2)c([N+](=O)[O-])c1)NC1CCCc2ccccc21 (stereo unspecified)	-1	4	100	11	99	102	28	-8	6	-8	1.6
COc1ccc(C(=O)NC(=S)NCC2CCCO2)cc1 (stereo unspecified)	-4	9	96	5	94	98	20	-9	6	-62	0.5
Cc1c(C)c2ccc(Oc3ccc([N+](=O)[O-])cc3C(F)(F)F)c(C)c2oc1=O	-3	-3	102	14	100	98	5	8	2	-20	0.7
O=C(Nc1nc2ccsc2c(=O)s1)c1ccc(F)cc1	.	-24	100	7	?	99	.	-32	.	-24	.
COC(=O)CSc1ccsc1C(=O)O	0	-5	101	11	95	100	10	-8	1	-2	0.0

More entries follow.
SMILES	Bim-Mcl-1	Mcl1-Noxa inh	RGS4-Gao reg	Avidin bead fluor	RGS7-Gao	RGS8-Gao	GSH fluor	Pf gamet viab	ABCG2 inh	Mcl1-Bid inh	ABCB1 block
Cc1c(C(C)O)nnn1-c1nonc1N (stereo unspecified)	-5	-10	98	14	100	98	18	.	-2	-15	0.1
O=C1N=C(N2CCCC2C(=O)O)S/C1=C\c1ccco1 (stereo unspecified)	1	38	94	9	91	95	26	16	6	-14	1.2
COc1ccc(C2NC(=O)c3ccccc3N2)cc1OC (stereo unspecified)	0	2	101	2	103	97	68	-4	5	-19	0.9
FC(F)(F)c1cccnc1Oc1ccc(C2=NCCS2)cc1	.	0	101	7	?	102	.	-4	.	4	.
Cc1nn(C)cc1/C=N/NC(=O)c1ccc2c(c1)OCO2	-3	2	94	8	90	95	21	.	3	-6	0.2
CC(=O)Nc1nonc1NC(=O)c1ccc(C(C)(C)C)cc1	0	26	98	36	98	97	28	17	6	-6	0.9
COc1ccc(OC)c(S(=O)(=O)N2CCC(C(=O)Nc3cccc(C)c3C)CC2)c1	-3	1	93	9	99	99	31	.	11	-6	0.7
Cc1ccc(NC(=O)/C(=C\c2ccccc2)NC(=O)c2ccco2)cc1	.	4	88	6	?	100	.	-8	.	-30	.
Cn1c(-c2cc(Br)ccc2O)n[nH]c1=S	2	-6	91	6	93	96	14	.	-1	-16	-0.1
CC1CC2(C)Oc3ccccc3CC2C(C)C1CNCCCN(C)C (stereo unspecified)	0	6	100	7	98	100	15	8	0	-18	-0.5
CC1CCCCN1C(=O)CCn1c(=S)oc2ccccc21 (stereo unspecified)	.	6	101	7	?	103	.	20	.	-4	.
COc1ccc(N2C3=[N+](CCCC3)CC2(C)O)cc1 (stereo unspecified)	0	1	97	8	93	99	56	-3	0	-1	0.2
O=[N+]([O-])c1cc2c(c(CSc3ncccn3)c1)OCOC2	0	3	101	25	99	100	12	-22	3	-3	0.5
O=C(c1ccccc1Oc1ccccc1)N1CCN(c2ccccc2F)CC1	-3	2	98	15	94	99	34	28	10	-16	-0.1
Cc1c(Br)c([N+](=O)[O-])nn1CC(=O)N1CCCc2ccccc21	0	12	104	7	102	105	41	.	1	-7	0.6
Cc1ccc(C23CC4CC(CC(NC(=O)NCCN(C)C)(C4)C2)C3)cc1	-6	-1	100	21	100	96	24	.	2	3	0.4
C/C(=N/NC(=O)c1ccncc1)c1c[nH]c2ccccc12	0	11	100	10	101	101	10	-15	0	-14	-0.1
S=C(NCc1ccncc1)NC1CCCCC1	-1	10	101	9	100	100	10	-1	7	-22	2.9
Cc1ccc(NC(=O)COC(=O)c2cc(Cl)ccc2Cl)c(Br)c1	1	4	93	11	96	102	13	2	2	-18	0.0
CCCc1cnc(N2CCN(C(=S)NC)CC2)nc1	.	8	107	17	?	98	.	-12	.	-27	.
CCCC(=O)NNC(=O)CC(=O)Nc1ccccc1C(=O)O	.	-9	98	8	?	98	.	25	.	-5	.
COc1ccc(CCNC(=O)/C=C/C(=O)O)cc1	0	0	100	21	103	101	11	.	1	-8	0.1
CCOC(=O)c1c(C)[nH]c(C(=O)NNC(=O)c2ccccc2)c1C	-4	27	99	6	101	101	26	.	8	-21	1.4
CC1CCc2c(sc(NC(=O)COC(=O)C3CCCO3)c2C#N)C1 (stereo unspecified)	-3	18	101	13	?	102	13	14	13	-53	1.4
COc1ccc(OC)c(NC(=O)Nc2nnc(N3CCC(C)CC3)s2)c1	-4	24	40*	3	43*	58*	13	.	9	2	0.5

Continuation:
SMILES	Bim-Mcl-1	Mcl1-Noxa inh	RGS4-Gao reg	Avidin bead fluor	RGS7-Gao	RGS8-Gao	GSH fluor	Pf gamet viab	ABCG2 inh	Mcl1-Bid inh	ABCB1 block
COc1ccc2c(CC(=O)OCC(=O)Nc3ccc(S(N)(=O)=O)cc3)coc2c1	.	-3	100	7	?	102	.	7	.	-49	.
O=S(=O)(c1ccc(NCCc2c[nH]c3ccccc23)nc1)N1CCOCC1	14	-1	99	10	97	102	26	17	-2	-16	-0.3
O=C(O)C1=C[C@@H](c2csc3ccccc23)C[C@@H](OCCCCO)O1	2	-20	96	5	96	98	17	-2	1	-1	0.1
O=C(/C=C/c1ccco1)Nc1cccc(-c2nc3ccccc3[nH]2)c1	-5	.	106	9	102	102	29	.	-2	-21	-0.3
Cc1ccc(NC(=O)CCN2C(=O)OC(C)(C)C2(C)O)cc1 (stereo unspecified)	-2	-6	99	10	99	101	11	-1	2	-1	0.3
COc1cccc(-c2nc3cc(C)ccc3o2)c1	0	15	98	6	93	96	13	-7	3	2	0.3
CCCCCC(=O)N1CCN(CCN=CC2=C(O)CC(c3ccco3)CC2=O)CC1 (stereo unspecified)	0	-3	99	26	101	96	14	-7	2	-80	0.8
CCn1c(SCC(=O)OC)nc2sc3c(c2c1=O)CCC3	8	37	96	11	96	98	50	.	7	-30	-0.8
COc1ccc(OC)c(S(=O)(=O)Nc2ccc(CC(=O)O)cc2)c1	-1	2	102	10	99	101	26	7	7	1	0.9
Cc1nc(Br)c(Br)c(C)c1Br	.	-9	96	.	?	97	.	.	.	-25	.
Cc1cc(C(=O)OCC(=O)Nc2cccc(S(N)(=O)=O)c2)c2ccccc2n1	.	-18	97	4	?	100	.	6	.	-23	.
O=C(NN1CCOCC1)NC12CC3CC(CC(C3)C1)C2	.	-14	83	4	?	94	.	19	.	-18	.
Fc1cccc(Cl)c1/C=N/n1c(-c2cccnc2)n[nH]c1=S	1	45	88	6	88	59*	10	-1	-6	-26	-2.4
O=c1oc(-c2cccs2)nc2ccccc12	0	22	98	8	100	100	57	.	3	3	0.1
CSc1ccccc1-c1nnc(-c2ccccc2)o1	-1	-6	97	8	99	100	61	11	5	-24	0.9
Cc1ccc(NC2CC(=O)N(CCc3ccccc3)C2=O)cc1 (stereo unspecified)	-82	3	76	4	78	84	47	.	6	-96	0.6

Structures listed above marked active in RGS7-Gao:
| compound | Bim-Mcl-1 | Mcl1-Noxa inh | RGS4-Gao reg | Avidin bead fluor | RGS7-Gao | RGS8-Gao | GSH fluor | ABCG2 inh | Mcl1-Bid inh |
| --- | --- | --- | --- | --- | --- | --- | --- | --- | --- |
| COc1ccc(OC)c(NC(=O)Nc2nnc(N3CCC(C)CC3)s2)c1 | -4 | 24 | 40* | 3 | 43* | 58* | 13 | 9 | 2 |
